hIAP inh: human IAP inhibition; inhibition, % at 10 µM; purified IAP, CDP-Star luminescence, 30 min; 0.12% of 330,000 active;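 active = inhibition reaching a set limit with compound at 10 µM in the primary screen, cut at about 35% in these data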;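 note: plate controls were DMSO wells with enzyme for no effect and no-enzyme buffer wells for full effect; values of inactives mirror those of a sister screen read the other way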
Target sequence (P09923 whole entry, looked up): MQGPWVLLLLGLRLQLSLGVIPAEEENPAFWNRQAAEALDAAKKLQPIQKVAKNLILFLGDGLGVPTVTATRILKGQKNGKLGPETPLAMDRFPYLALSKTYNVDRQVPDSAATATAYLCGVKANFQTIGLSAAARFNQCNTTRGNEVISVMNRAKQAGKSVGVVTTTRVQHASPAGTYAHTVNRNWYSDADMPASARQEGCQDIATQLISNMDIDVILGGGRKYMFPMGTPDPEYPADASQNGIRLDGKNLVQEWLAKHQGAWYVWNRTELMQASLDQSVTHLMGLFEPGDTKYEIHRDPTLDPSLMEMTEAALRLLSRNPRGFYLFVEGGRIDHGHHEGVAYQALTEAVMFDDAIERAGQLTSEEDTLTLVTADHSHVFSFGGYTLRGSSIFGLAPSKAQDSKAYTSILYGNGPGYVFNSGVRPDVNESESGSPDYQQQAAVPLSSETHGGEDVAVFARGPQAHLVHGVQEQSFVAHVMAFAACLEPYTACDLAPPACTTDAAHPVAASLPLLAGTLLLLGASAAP
NLRP3 yeast inh: blocks the NALP3 inflammasome reconstituted in yeast; 0.39% of 330,000 active; inhibition, % at 10 µM; Yeast reconstituted NLRP3/ASC/caspase-1, beta-gal luminescence, 24 h;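 active = inhibition of 50% or more; inactive = inhibition below 50%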;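 note: plate controls were induced DMSO wells for no effect and uninduced yeast grown without galactose for full effect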
MIN6 prolif: inducers of beta-cell replication in MIN6 cells | MIN6 cells proliferation, ATPlite luminescence, 48 h; cells starved in 0.2% serum; 100% = growth in 10% serum | proliferation, % at 10 µM | 0.29% of 330,000 active | AID 2380;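 active = compounds whose signal lies at least 3.5 SD above the mean of all wells on their plate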;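 note: 0% = DMSO-treated cells in low-serum medium and 100% = 10% serum control; some compounds called inactive have numbers as strong as hits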
mIAP inh: blocks mouse intestinal alkaline phosphatase. purified mouse IAP, CDP-Star luminescence, 30 min. inhibition, % at 10 µM. 0.2% of 330,000 active. AID 2806;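 active = inhibition of at least 40% at 10 µM in the primary screen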;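 note: plate controls were DMSO with enzyme for no effect and no enzyme wells for full effect; values of inactives mirror those of a sister screen read the other way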
APOBEC3A inh: blocks human APOBEC3A ssDNA deamination; P31941; recombinant A3A, FAM/TAMRA ssDNA deamination fluorescence; inhibition, % at 20 µM; 0.41% of 330,000 active;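 active = at least 40% inhibition at 20 µM here, with at most 30% in a related deaminase screen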;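 note: plate controls were A3A with DMSO for no effect and wells lacking A3A enzyme for full effect; some results filed as inactive read as strong as hits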
Target sequence (P31941 whole entry, looked up): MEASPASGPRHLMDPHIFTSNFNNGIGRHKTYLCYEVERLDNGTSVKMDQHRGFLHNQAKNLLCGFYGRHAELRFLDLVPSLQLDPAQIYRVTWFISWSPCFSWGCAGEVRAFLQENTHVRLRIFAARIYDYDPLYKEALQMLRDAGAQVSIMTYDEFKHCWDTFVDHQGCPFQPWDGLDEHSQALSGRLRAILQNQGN
A3G deaminase: blocks human APOBEC3G single-stranded DNA deamination | Q9HC16 | recombinant A3G, ssDNA deamination FAM/TAMRA fluorescence | inhibition, % at 20 µM | 0.28% of 330,000 active | AID 493012;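 active = inhibition of at least 40% at 20 µM, with no more than 30% in the related APOBEC3A deaminase screen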;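 note: plate controls were DMSO wells with A3G for no effect and wells lacking A3G enzyme for full effect; some compounds called inactive have numbers as strong as hits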
Target sequence (Q9HC16 whole entry, looked up): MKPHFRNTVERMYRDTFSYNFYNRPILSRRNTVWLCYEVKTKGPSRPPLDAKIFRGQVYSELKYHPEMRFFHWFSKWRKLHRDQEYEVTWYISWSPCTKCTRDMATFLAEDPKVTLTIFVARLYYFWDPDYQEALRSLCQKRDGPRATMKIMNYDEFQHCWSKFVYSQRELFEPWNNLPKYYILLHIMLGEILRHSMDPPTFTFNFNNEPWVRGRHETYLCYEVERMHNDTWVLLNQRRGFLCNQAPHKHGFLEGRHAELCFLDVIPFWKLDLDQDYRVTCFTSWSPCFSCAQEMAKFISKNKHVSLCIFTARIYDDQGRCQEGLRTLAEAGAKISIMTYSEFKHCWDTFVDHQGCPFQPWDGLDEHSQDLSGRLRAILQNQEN
tim10-1 inh: tim10-1 yeast growth inhibition; S. cerevisiae tim10-1 ts strain growth, BacTiter-Glo, 24 h; inhibition, % at 20 µM; 2.2% of 330,000 active; AID 463190;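 active = inhibition of at least 40%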;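 note: mutant grown at 25 °C; 0% = DMSO wells with yeast and 100% = wells holding no yeast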
mIAP act: increases mouse intestinal alkaline phosphatase activity. muIAP, CDP-Star luminescence, 30 min; stronger effect = higher value; 1 = vehicle-only enzyme signal, 0 = enzyme-free wells. activation factor at 10 µM. 0.24% of 330,000 active. AID 2805;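 active = activation factor of at least 2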; note: the source names both 10 and 20 µM as test concentration; values of inactives mirror those of a sister screen read the other way
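also added = chemiluminescent substrate CDP-Star | test system = mouse IAP enzyme | signal = chemiluminescence readout | compound = DMSO-dissolved test compounds | incubation = 30 min at room temperature | benchmarks = DMSO wells, no-enzyme wells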
TIM10 inh: TIM10 yeast growth inhibition; S. cerevisiae TIM10 strain growth, BacTiter-Glo luminescence, 24 h; inhibition, % at 10 µM; 1.4% of 330,000 active; AID 463195;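 active = inhibition of 40% or more at the single tested concentration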;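 note: wild-type TIM10 isogenic control strain grown at permissive 25 °C; 0% = DMSO yeast wells and 100% = minimal medium wells without yeast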
* hit, by the source's call; x = no result given.

Start of the data: the first 5 compounds, to show the layout:
SMILES	hIAP inh	NLRP3 yeast inh	MIN6 prolif	mIAP inh	APOBEC3A inh	A3G deaminase	tim10-1 inh	mIAP act	TIM10 inh
CCOC(=O)c1c(C)c2c(n1C)CCC/C2=N\O	-3	1	2	1	-1	-4	-4	0.99	6
Cc1ccccc1NC(=O)c1cccc(C(=O)Nc2ccccc2C)n1	2	19	-2	5	-6	-7	-7	0.95	-8
Cc1cc(OCC(=O)NNC(=S)NCC2CCCO2)cc(C)c1Cl (stereo not given)	-85	22	6	9	3	3	25	0.91	25
c1ccc(Cn2c(Nn3cnnc3)nc3ccccc32)cc1	17	19	-3	1	-3	-4	-17	0.99	-4
COc1ccc2c(c1)[C@H]1[C@H](CO2)[C@H](c2ccccc2)[C@]2(C)C(=O)Nc3ccc(C)cc3C(=O)N12	-19	8	-6	-7	1	-1	21	1.1	12

This part in full, repeating the preview:
SMILES	hIAP inh	NLRP3 yeast inh	MIN6 prolif	mIAP inh	APOBEC3A inh	A3G deaminase	tim10-1 inh	mIAP act	TIM10 inh
CCOC(=O)c1c(C)c2c(n1C)CCC/C2=N\O	-3	1	2	1	-1	-4	-4	0.99	6
Cc1ccccc1NC(=O)c1cccc(C(=O)Nc2ccccc2C)n1	2	19	-2	5	-6	-7	-7	0.95	-8
Cc1cc(OCC(=O)NNC(=S)NCC2CCCO2)cc(C)c1Cl (stereo not given)	-85	22	6	9	3	3	25	0.91	25
c1ccc(Cn2c(Nn3cnnc3)nc3ccccc32)cc1	17	19	-3	1	-3	-4	-17	0.99	-4
COc1ccc2c(c1)[C@H]1[C@H](CO2)[C@H](c2ccccc2)[C@]2(C)C(=O)Nc3ccc(C)cc3C(=O)N12	-19	8	-6	-7	1	-1	21	1.1	12
O=C(c1ccco1)N1CCN(C(=O)C2CC(c3ccc(Cl)cc3)=NO2)CC1 (stereo not given)	7	5	2	-1	2	-1	3	1	-8
N#CC(C(=O)OC1CCCCC1)c1nc2ccccc2nc1N1CCOCC1 (stereo not given)	4	8	-3	16	1	1	4	0.84	4
COc1ccccc1C(=O)OC1CCCN(C)C1 (stereo not given)	-14	22	0	-1	-2	-3	3	1	-4
COc1nc(-c2ccccc2)c2cc(C)ccc2n1	-6	22	2	-1	-4	-3	2	1	-3
Cc1cc(C)c(C(=O)Nc2ccc(Br)c(C(F)(F)F)c2)c(C)c1	-7	-2	-5	-114	-3	1	29	2.1*	33
CCC(Sc1ccccc1C(=O)O)C(=O)O (stereo not given)	3	6	0	3	10	4	12	0.97	4
Cc1cccc(NC(=O)c2ccc(S(=O)(=O)N3CCCCC3)cc2)n1	-6	-6	2	15	3	-2	26	0.85	18
O=C(NCc1ccc(F)cc1)c1cnccn1	10	17	-1	2	-1	1	-1	0.98	-5
N/C(=N\OC(=O)c1ccco1)c1cccc([N+](=O)[O-])c1	-4	11	-2	0	-1	-9	30	1	6
Cn1c(=O)oc2cc(S(=O)(=O)NC3CCCCC3)ccc21	8	25	-3	-4	1	-8	8	1	-15
Cc1cc2c(cc1C)N(C(=O)CN1C(=O)c3ccccc3C1=O)C(C)(C)c1ssc(=S)c1-2	16	11	-5	12	-5	-5	30	0.88	14
CN1N=C(C(=O)N2CCc3c([nH]c4ccccc34)C2c2c(F)cccc2Cl)CCC1=O (stereo not given)	-2	5	-3	15	-5	-15	16	0.85	13
COc1ccc(CNC(=O)C[C@H]2C[C@H](C(=O)N3CCOCC3)[C@@]3(CCC4CCCC4)c4[nH]c5cc(CCC(=O)N(C)C)ccc5c4CCN3C2=O)cc1OC	x	x	x	-11	1	3	19	1.1	1
Cc1cc(C)cc(NC(=O)CSc2nncn2-c2ccccn2)c1	-14	4	1	-2	0	-1	4	1	7
COc1ccc(-c2nnc(NC(=O)c3c(OC)cccc3OC)s2)cc1	-32	33	-4	6	-2	18	11	0.94	21
O=C1[C@@H](Oc2ccccc2)[C@@H](c2cccnc2)N1c1ccccc1	x	x	x	-6	0	-2	14	1.1	-10
Cn1c(CN2CCCC2)nc2cc(NC(=O)COc3ccc([N+](=O)[O-])cc3)ccc21	-7	16	1	4	-2	-2	11	0.96	-11
COc1ccc(CNC(=O)C2CCCN(S(=O)(=O)c3ccc(Br)s3)C2)cc1 (stereo not given)	7	4	0	4	-1	-8	-6	0.96	-2
Cc1ccc(OCCOC(=O)CCc2nc3ccccc3c(=O)[nH]2)cc1	-4	2	-3	5	0	-5	-5	0.95	11
CCN(C(=O)CSc1nc2ccccc2o1)c1c(N)n(Cc2ccccc2)c(=O)[nH]c1=O	-36	10	3	-1	-2	-7	-36	1	-14
Cc1ccc(C(=O)NCC(=O)OCc2cccc(Br)c2)cc1	-2	20	3	-1	-1	-10	0	1	-10
Cc1c(NC(=O)/C(C#N)=C/c2ccc(-c3cc(Cl)ccc3Cl)o2)c(=O)n(-c2ccccc2)n1C	19	14	-4	16	-1	-4	18	0.84	17
COc1ccc(C(=O)N2CCNC(=O)C2)cc1S(=O)(=O)Nc1ccc(Br)cc1	2	2	-3	4	-2	0	-21	0.96	2
CCN(C(=O)CSc1nnc(NC2CCCCC2)s1)C1CCS(=O)(=O)C1 (stereo not given)	-6	-16	-2	-4	-8	-8	6	1	-14
Cc1ccc(C(=O)ON=C2CCN(c3ccc([N+](=O)[O-])cc3)CC2)cc1	-3	24	-3	11	-4	-9	53*	0.89	61*
O=C(CSc1ccc(-c2cccs2)nn1)Nc1ccccc1F	-10	-15	0	5	-1	-8	27	0.95	39
Cc1ccc(-c2noc(CN(C(=O)CCN3C(=O)c4ccccc4C3=O)C(C)C)n2)cc1	3	-6	0	-1	0	0	31	1	26
O=C(C[n+]1ccccc1)N1c2ccccc2Sc2ccccc21	17	-4	-2	1	0	-6	19	0.99	34
CCc1ccc(C(C)NC(=O)c2ncn[nH]2)cc1 (stereo not given)	-15	0	-2	7	0	1	16	0.93	10
CCN(CC)C(=O)Cn1cnc([N+](=O)[O-])n1	11	16	-1	12	-1	-10	0	0.89	6
O=C1NCCCC1C(=O)N/N=C/c1cccc(Cl)c1 (stereo not given)	9	-2	-1	-8	-6	-9	-13	1.1	-7
Cc1nc(SCC(=O)N2CCN(C(=O)c3ccco3)CC2)c2c(C)c(C)sc2n1	-16	-11	0	-6	2	-1	19	1.1	10
O=C(CN1C(=O)/C(=C\c2ccc(F)cc2)Oc2ccccc21)N1CCN(c2ccccn2)CC1	1	-1	-2	-15	-4	-7	6	1.1	-4
CC(C)[C@H](N)C(=O)NC[C@H]1O[C@@H](n2cnc3c(N)ncnc32)[C@H](O)[C@@H]1O	x	x	x	3	0	-1	1	0.97	-13
COc1cc(NC(=O)Cn2cnc(S(=O)(=O)N3CCc4ccccc43)c2)cc(OC)c1OC	-2	4	-3	-1	-3	-7	2	1	-1
C[C@@H](c1ccccc1)N1C[C@H]2CCCN2c2cc(Br)ccc2S1(=O)=O	x	x	x	7	3	2	27	0.93	8
Cc1ccc(NC(=S)Nc2cc(-c3ccccc3)[nH]n2)cc1Cl	-23	17	0	12	3	-8	19	0.88	-7
CCCCCC(=O)Nc1cccc(C2=NOC3(C2)C[C@H](C(N)=O)N(C(=O)c2ccccc2C(=O)c2ccccc2)C3)c1 (stereo not given in full)	20	4	-2	-1	-2	-6	13	1	6
CC1=C/C(=N\NC(=S)NCCc2ccccc2)CC(C)(C)C1	-14	38	-5	3	-2	-9	33	0.97	43*
O=C(CC1C(=O)NCCN1Cc1cccc(Oc2ccccc2)c1)NCC1CCOCC1 (stereo not given)	8	19	0	8	-2	-9	18	0.92	8
CCCC(=O)NC(c1ccc(OC)c(OC)c1)c1cc(Cl)c2cccnc2c1O (stereo not given)	-53	17	-5	11	-2	-7	26	0.89	-7
CC(=O)N1CCc2c(sc(NC(=O)c3ccc4c(c3)OCCO4)c2C#N)C1	-25	-4	-4	-12	-5	-13	31	1.1	15
C#CCNCCS(=O)(=O)N(Cc1ccc(Br)cc1)[C@@H](C)C(=O)O	x	x	x	-8	-1	-3	3	1.1	-9
CCCNC(=O)c1ccc(N2CCC3(CC2)CC(c2ccccc2)=NO3)c([N+](=O)[O-])c1	11	11	-1	8	-1	-5	-1	0.92	-11
CC/C(C)=N/NS(=O)(=O)c1ccc(C)c([N+](=O)[O-])c1	10	19	-2	6	0	-3	-12	0.94	7

The results go on.
SMILES	hIAP inh	NLRP3 yeast inh	MIN6 prolif	mIAP inh	APOBEC3A inh	A3G deaminase	tim10-1 inh	mIAP act	TIM10 inh
CCOc1ccc2nc(NC(=O)CSc3ccccc3)sc2c1	-6	5	0	0	0	0	-1	1	-6
Cc1ccc(C)c(CN2C(=O)NC3(CCCCCC3)C2=O)c1	1	18	0	-3	0	-5	3	1	21
CC1CCN(c2nc3ccccn3c(=O)c2C=O)CC1	-5	-5	0	5	-2	-9	5	0.95	18
CCOc1ccccc1N1CCN(C(=O)Nc2ccc(Cl)c(Cl)c2)CC1	16	17	-3	-80	-7	-4	48*	1.8	37
O=C(COC(=O)c1cc(=O)c2ccccc2o1)Nc1ccccc1F	15	2	2	-4	3	13	-3	1	7
Cc1cc(Cl)ccc1NC(=S)NCCC(c1ccccc1)c1ccccc1	-9	3	-3	-266	-6	-7	40*	3.7*	30
Cc1c(C)c2ccc(OCC(=O)N3CCC(C(=O)O)CC3)cc2oc1=O	26	1	3	13	-2	-4	9	0.87	6
Cc1ccc(-c2nn(-c3ccccc3)cc2C(=O)Nc2cccc(S(=O)(=O)N3CCOCC3)c2)cc1	-9	-6	0	-65	0	-1	31	1.6	11
O=C(NC1CCCc2ccccc21)C1CCCC1 (stereo not given)	-9	-8	-3	2	-3	-10	-2	0.98	6
COc1ccc(OC)c(C(=O)CSc2nnc(-c3cccnc3)n2C)c1	2	5	1	2	-2	-3	-9	0.98	12
CCO[C@H]1OC(C(=O)O)=C[C@@H](c2cn(C(C)=O)c3ccccc23)[C@@H]1CCCO	9	13	0	3	-2	-6	8	0.97	4
O=C(NCC(c1ccco1)N1CCCC1)c1ccc(-n2cccn2)cc1 (stereo not given)	-8	3	-1	-1	2	3	-4	1	-7
CNC(=O)c1ccc2nc(NC(C)=O)sc2c1	1	10	-1	-4	-6	8	-8	1	0
CCOCCCN(C(=O)c1snc(C(N)=O)c1N)C(C(=O)NC1CCCC1)c1ccc(O)c(OC)c1 (stereo not given)	-6	-5	2	-24	-4	-8	5	1.2	-8
CC(C)(CNS(=O)(=O)c1ccc(Cl)cc1)N1CCCCC1	10	18	1	-2	-3	-5	-7	1	2
CCNC(=O)CC1SC(=Nc2cccc3ccccc23)N(C)C1=O (stereo not given)	-29	13	-3	1	-1	-1	30	0.99	8
COCCNC(=O)CN(C(=O)Cn1nnc2ccccc21)c1cc(C)cc(C)c1	-9	9	-1	6	5	-2	13	0.94	18
CC(=O)Nc1ccc(-c2csc(NC(=O)CN3C(=O)NC4(CCCC4)C3=O)n2)cc1	0	6	1	4	1	-4	-19	0.96	6
Brc1ccc(CSc2ccc3nnc(-c4cccnc4)n3n2)cc1	6	4	-3	-5	-7	-15	31	1.1	-5
COc1cc(NC(=O)C2CCCN2C(=O)OCc2ccccc2)cc(OC)c1 (stereo not given)	30	20	1	-3	-4	-7	15	1	13
O=C(NCCc1ccc(F)cc1)N1CCOCC1	4	10	-1	1	-2	-3	7	0.99	17
O=C(COc1ccccc1)Nc1nnc(-c2ccccc2Cl)o1	5	9	1	-15	3	3	17	1.1	-14
CC(=O)c1nnn(-c2cccc(C#N)c2)c1C	8	7	-2	4	-1	-8	-15	0.96	3
Cc1ccc(C)c(-n2c(-c3ccncc3)n[nH]c2=S)c1	-6	21	-2	-5	-6	33	4	1.1	6
COc1ccccc1CN(C)CC(=O)Nc1ccc(Cl)cc1F	0	24	0	-7	-4	-7	-1	1.1	1

From PubChem
